# RAD54 branch = inhibitors of human RAD54 branch migration | Q92698 | RAD54 Holliday junction branch migration, FAM/BHQ fluorescence | inhibition, % at 10.4 µM | 360,000 compounds, 0.14% hits;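 active = mean normalized replicate activity at least 40 and at least half of replicates scoring 40 or more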;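 also: 0% = median of neutral control wells and 100% = median of positive control wells; inhibitors cause a drop in the FAM fluorescence signal; in these data hits start at about 50%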
# Target sequence (Q92698 whole entry, looked up): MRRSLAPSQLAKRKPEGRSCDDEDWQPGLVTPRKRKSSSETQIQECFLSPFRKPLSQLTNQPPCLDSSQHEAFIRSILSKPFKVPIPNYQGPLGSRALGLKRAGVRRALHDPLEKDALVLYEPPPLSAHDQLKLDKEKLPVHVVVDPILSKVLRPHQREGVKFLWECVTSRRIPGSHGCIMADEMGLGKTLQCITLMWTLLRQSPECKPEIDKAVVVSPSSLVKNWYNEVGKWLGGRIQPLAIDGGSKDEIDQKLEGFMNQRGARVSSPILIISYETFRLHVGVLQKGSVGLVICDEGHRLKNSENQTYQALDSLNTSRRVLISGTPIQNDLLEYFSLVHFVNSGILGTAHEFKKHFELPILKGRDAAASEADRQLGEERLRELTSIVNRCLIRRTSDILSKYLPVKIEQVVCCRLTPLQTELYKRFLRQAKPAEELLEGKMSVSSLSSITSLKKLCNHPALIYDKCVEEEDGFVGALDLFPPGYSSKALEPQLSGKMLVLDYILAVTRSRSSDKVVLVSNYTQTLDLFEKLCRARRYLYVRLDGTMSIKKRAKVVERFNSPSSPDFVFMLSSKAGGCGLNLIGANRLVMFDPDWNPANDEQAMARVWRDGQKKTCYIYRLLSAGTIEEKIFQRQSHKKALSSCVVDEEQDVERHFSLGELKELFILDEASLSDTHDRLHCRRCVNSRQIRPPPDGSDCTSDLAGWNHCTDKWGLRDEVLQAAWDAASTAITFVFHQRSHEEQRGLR
# S100A4 inh HTS = S100A4-myosin IIA interaction inhibition | P26447 | S100A4/TAMRA-MyoIIA peptide fluorescence polarization | inhibition, % at 10.7 µM | 360,000 compounds, 0.14% hits;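 active = mean inhibition of at least 70% across replicates, with every replicate also reaching that level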
# Target sequence (P26447 whole entry, looked up): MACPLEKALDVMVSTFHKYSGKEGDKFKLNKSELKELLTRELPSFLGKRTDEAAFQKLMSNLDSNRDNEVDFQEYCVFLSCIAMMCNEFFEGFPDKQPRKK
#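 Material: S100A4 monomer protein / Buffer or medium: 50 mM HEPES pH 7.2, 10 mM CaCl2, 100 mM KCl / Times: 5 min incubation before reading / Benchmarks: neutral control DMSO, positive control TFP / Reagent: labelled myosin peptide probe, 5 nM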
# esBAF inh = SWI/SNF esBAF complex inhibition; reporter increase, % at 12.5 µM; AID 602393; mouse ES cells, Bmi1-luciferase knock-in reporter, 24 h; 100% = twice the neutral-well signal; 350,000 compounds, 2% hits; in the data active = activation above about 40%;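 also: 0% = median of the plate's neutral control wells and 100% = double that signal; a rise in the Bmi1 reporter signal indicates esBAF inhibition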
# RAD52 anneal inh = RAD52 (human) annealing inhibition | P43351 | inhibition, % at 18.7 µM | 360,000 compounds, 0.46% hits | recombinant RAD52 DNA annealing, FRET fluorescence;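 active = every replicate showing at least 50% inhibition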
# EWS-Fli inh = inhibitors of EWS/Fli oncoprotein transcriptional activity; A673 NR0B1-luciferase reporter, viability-normalised; inhibition, % at 12.6 µM; 350,000 compounds, 0.67% hits; AID 651661;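 active = mean inhibition of at least 50% after viability correction, with every replicate also passing that limit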;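 also: firefly luciferase signal divided by Alamar Blue viability fluorescence both relative to DMSO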
# FN deposition inh = fibronectin deposition inhibition; 350,000 compounds, 0.086% hits; inhibition, % at 12.6 µM; AH1F fibroblasts, Alexa488-fibronectin deposition fluorescence, overnight;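 active = mean inhibition across replicates of 30% or more, regardless of how many single replicates reach that level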;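 also: positive control wells lacked labelled fibronectin entirely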
#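 Material: AH1F fibroblasts assembling fluorescent fibronectin matrix; amount: 10000 AH1F cells/well; medium: DMEM, 2% serum; reagent: Alexa488-fibronectin, 24 nM final in well; dosing: single compound dose, delivered by pin transfer; incubation: 1 h adhesion, overnight exposure; detection: fluorescence after three HBSS washes, excitation 485 nm, emission 525 nm; measure: fibronectin deposition inhibition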
# E-selectin induc = E-selectin induction on HUVECs; P16581; HUVEC E-selectin immunofluorescence imaging; normalized: neutral wells 0, TNF-alpha wells 100; activation, % at 7.58 µM; 260,000 compounds, 0.37% hits;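 active = mean E-selectin-positive cell signal at least 10% of the positive control, reached in at least 60% of replicates, without over 20% cell loss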;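 also: in these data hits start at about 27%; measured in HUVEC primary endothelial cells; signal is the percent of cells scored E-selectin positive by PE staining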
#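 System: HUVEC, human umbilical vein endothelial cells; quantity: 3,000 cells/well; buffer or medium: EGM-2 medium, gelatin-coated wells; dosing: single-point compound dose; detection: immunofluorescence imaging; evaluation: % PE-positive cells; benchmarks: TNF-alpha, DMSO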
# Xi reactivation = activators of X-chromosome reactivation in mouse fibroblasts; XiGFP mouse fibroblasts, % GFP-positive cells imaging, 3 d; cells co-treated with 5-aza-dC sensitizer; scaled so ellipticine positive control = 100%; activation, % at 7.58 µM; 360,000 compounds, 0.055% hits; AID 743238;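 active = mean normalized replicate activation at least 10% and every replicate at or above 10%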;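 also: 0% = median of on-plate neutral control wells and 100% = ellipticine 6 µM median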
#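 System: 68-5-11 XiGFP fibroblast line; Timing: 3 days compound exposure; Compound dosing: one concentration, pinned; Benchmarks: positive control ellipticine, 6 µM final; Buffer or medium: DMEM containing 5-aza-dC.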
# * hit, by the source's call; / = no result given.
SMILES,RAD54 branch,S100A4 inh HTS,esBAF inh,RAD52 anneal inh,EWS-Fli inh,FN deposition inh,E-selectin induc,Xi reactivation
Nc1cc(C(=O)N2CCN(c3ccc([N+](=O)[O-])cc3)CC2)ccc1N1CC2CC(C1)c1cccc(=O)n1C2 (stereo unspecified),1.5,-3.2,-3.4,-0.8,-2.8,7.7,6.8,0.0
CN(C)c1nc(-c2ccccc2)ncc1S(=O)(=O)c1ccccc1,/,6.7,/,-15.4,2.5,6.5,/,0.0
CCC(=O)Nc1ccc2c(c1)C(=O)N(C)[C@@H]1CC[C@@H](CC(=O)N3CCc4ccccc4C3)O[C@@H]1CO2,2.2,1.5,1.5,-9.3,-4.9,-5.5,0.2,0.4
COc1ccc(S(=O)(=O)N(C)C[C@H]2OCCCC[C@@H](C)Oc3ccc(NC(=O)CCC(F)(F)F)cc3C(=O)N([C@@H](C)CO)C[C@@H]2C)cc1,-1.1,-6.5,-1.8,-17.0,-14.1,/,0.0,-0.1
O=C(C[C@@H]1C=C[C@H](NC(=O)Nc2ccccc2F)[C@H](CO)O1)NCc1ccc(Cl)cc1,-1.2,7.8,3.0,-16.2,-1.2,/,0.0,0.3
COc1cc(NC(=O)CN2C(=O)C(c3ccccc3)=NC2(C)C)cc(OC)c1,-0.6,19.0,-1.7,-4.8,9.4,4.9,/,-0.1
Cc1ccc(S(=O)(=O)N2CCN(C(=O)CNC(=O)c3ccc(Br)o3)CC2)cc1,/,0.1,/,-6.4,13.6,-1.0,/,0.2
CCOc1ccc(NS(=O)(=O)c2ccc(C(=O)N3CCCCC3)cc2)cc1,-1.5,-5.7,0.7,-6.4,/,8.5,-0.2,0.1
CCN(C[C@H]1N[C@@](CC)(C(=O)OC)[C@H]2C(=O)N(C)C(=O)[C@@H]12)C(=O)COC,-10.3,-2.9,-2.7,0.0,-0.5,0.8,0.3,0.1
CC(C)n1ncc2c(C(=O)N3CCN(Cc4ccc(Br)s4)CC3)cc(C3CC3)nc21,3.8,-0.2,-4.9,-21.6,11.8,3.0,-0.3,-0.1
O=C(C[C@@H]1CC[C@H](NS(=O)(=O)c2cccc(F)c2)[C@H](CO)O1)N1CCCCC1,-4.9,2.4,-0.4,-7.8,-0.6,-5.3,1.4,-0.2
CC(=O)Nc1ccc2c(c1)nc(C)n2-c1ccccc1,-0.6,-2.1,16.0,-15.7,-48.0,5.4,/,0.1

# Four entries already listed, sorted by number of heavy atoms, smallest number first.
SMILES,RAD54 branch,S100A4 inh HTS,esBAF inh,RAD52 anneal inh,EWS-Fli inh,FN deposition inh,E-selectin induc,Xi reactivation
CC(=O)Nc1ccc2c(c1)nc(C)n2-c1ccccc1,-0.6,-2.1,16.0,-15.7,-48.0,5.4,/,0.1
O=C(C[C@@H]1CC[C@H](NS(=O)(=O)c2cccc(F)c2)[C@H](CO)O1)N1CCCCC1,-4.9,2.4,-0.4,-7.8,-0.6,-5.3,1.4,-0.2
CC(C)n1ncc2c(C(=O)N3CCN(Cc4ccc(Br)s4)CC3)cc(C3CC3)nc21,3.8,-0.2,-4.9,-21.6,11.8,3.0,-0.3,-0.1
COc1ccc(S(=O)(=O)N(C)C[C@H]2OCCCC[C@@H](C)Oc3ccc(NC(=O)CCC(F)(F)F)cc3C(=O)N([C@@H](C)CO)C[C@@H]2C)cc1,-1.1,-6.5,-1.8,-17.0,-14.1,/,0.0,-0.1

# Following part.
SMILES,RAD54 branch,S100A4 inh HTS,esBAF inh,RAD52 anneal inh,EWS-Fli inh,FN deposition inh,E-selectin induc,Xi reactivation
C=CCn1c(C)cc(C(=O)COC(=O)/C=C/c2cccc(OC)c2)c1C,/,-3.5,/,-0.5,2.5,-6.6,0.8,-0.1
C[C@@H]1CN([C@@H](C)CO)C(=O)c2cccc(NS(C)(=O)=O)c2O[C@H]1CN(C)Cc1ccncc1,-4.5,4.0,-0.3,-12.1,-8.9,/,-1.3,0.2
CC(=O)Nc1ccc(C(=O)Nc2cc(C)on2)cc1,-4.6,-6.6,7.6,3.8,-33.1,5.1,0.1,0.0
COC(=O)c1ccc(CNC(=O)c2ccc(OC)c(S(=O)(=O)NC3CCCC3)c2)cc1,-0.7,23.7,-8.9,5.7,-0.5,4.7,98.6*,-0.1
CC(=O)c1cccc(CN2CCN(C(C)C)C(CCO)C2)c1 (stereo unspecified),/,-1.3,/,-2.9,-0.5,8.0,0.4,0.0
CN(CC(=O)Nc1ccc(F)cc1)C(=O)C1Cc2ccccc2CN1S(C)(=O)=O (stereo unspecified),-6.2,1.6,1.0,-3.8,-5.3,-14.0,2.8,0.2
OC(c1ccc2ccccc2c1)c1ncc(-c2cccc3ccccc23)[nH]1 (stereo unspecified),-3.1,-8.8,1.1,-24.1,-2.9,-1.1,0.0,-0.1
CCN(CC)C(=O)[C@H]1C[C@H](CC(=O)NCCc2ccccn2)C(=O)N2CCc3c([nH]c4cc(-c5ccco5)ccc34)[C@]12C,-3.3,-2.2,-0.6,-21.8,0.6,0.0,2.0,-0.1
COc1ccc(N2CCN(C(=O)c3cccc(Br)c3)CC2)c([N+](=O)[O-])c1,/,-12.3,/,-8.7,5.0,-2.5,/,0.0
CC(C)C[C@H](NC(=O)c1[nH]cnc1C(=O)Nc1ccc(CNC(=O)OC(C)(C)C)cc1)C(=O)OC(C)(C)C,-2.1,7.9,-1.0,-17.4,22.8,2.5,0.0,0.3
CC(=O)Nc1cccc(-c2csc(C(O)c3ccc(F)cc3)n2)c1 (stereo unspecified),-14.4,1.7,18.1,0.9,-10.5,2.2,-0.1,0.0
O=C(COC(=O)c1cccc(-n2cnnn2)c1)c1ccccc1,-6.2,-11.9,-1.6,-14.2,-16.2,-3.7,-0.4,0.0
O=C(NCC1COc2ccccc2O1)c1cccc(S(=O)(=O)N2CCCCC2)c1 (stereo unspecified),-2.7,-5.4,-4.2,-7.8,12.4,3.9,0.0,0.4
C[C@@H]1CN([C@@H](C)CO)C(=O)Cc2cc(NS(=O)(=O)c3cccs3)ccc2O[C@@H]1CN(C)S(=O)(=O)c1ccc(Cl)cc1,/,-38.8,/,8.5,11.8,/,-0.3,-0.9
O=C(NC12CC3CC(CC(C3)C1)C2)N1CCN(C(=O)c2ccco2)CC1,-12.9,/,4.9,/,/,-3.9,/,0.3
Cc1ccc(NC(=O)c2sc(N)nc2-c2ccc([N+](=O)[O-])cc2)cc1C,15.6,-0.2,-0.6,-4.0,7.6,9.7,8.2,0.0
CCCN(C)C[C@@H]1Oc2cc(-c3cccc(OC)c3)ccc2S(=O)(=O)N([C@@H](C)CO)C[C@@H]1C,-1.5,28.2,-9.1,16.7,14.0,/,0.3,-1.2
Clc1ccc(/C(Cc2nc3ccccc3[nH]2)=N\Nc2ccccc2)cc1,/,5.7,/,-22.6,-67.1,-13.6,0.8,0.1
CN(C)C(=O)C[C@@H]1C[C@@H]2c3cc(NC(=O)CC4CC4)ccc3O[C@@H]2[C@H](CO)O1,14.8,5.1,-4.9,5.1,1.4,/,0.3,0.3
COCCNC(=O)CN(c1ccccc1OC)S(C)(=O)=O,4.4,5.2,-0.2,-9.0,/,/,/,/
COc1ccc(CNCc2c(C(=O)N(C)C)nc3ccc(Cl)cn23)c(OC)c1,1.6,-4.3,-4.7,-18.6,-3.9,10.1,0.5,0.1
CCOc1ccc(Nc2ncnc(N)n2)cc1,-34.3,1.7,4.9,4.1,/,/,/,/
CCCc1cn(CC[C@@H]2CC[C@H](NS(=O)(=O)c3ccccc3Cl)[C@@H](CO)O2)nn1,-1.7,96.7*,-1.3,-0.1,-2.8,22.9,-0.1,0.0
O=Cc1cn(CCOc2ccccc2)c2ccccc12,9.8,-10.1,9.3,-8.4,-9.3,9.3,/,0.2
COc1ccc(N2CCN(C(=O)c3cccc(NC(=O)c4ccco4)c3)CC2)cc1,-2.8,-3.9,0.4,3.6,-0.9,/,-0.2,0.3
C[C@H]1CN([C@@H](C)CO)C(=O)c2cccc(NS(=O)(=O)c3ccc(Cl)cc3)c2O[C@H]1CN(C)S(=O)(=O)c1ccc(F)cc1,-1.9,/,-5.6,/,-9.9,/,-0.4,-1.2
Cc1ccc(-c2n[nH]c(=S)n2/N=C/c2c(C)[nH]n(-c3ccccc3)c2=O)cc1,0.6,-21.0,8.7,-24.3,0.5,6.8,0.5,0.0
NC(=O)COc1ccc(-n2cnnn2)cc1,/,0.3,-5.3,-0.2,8.6,3.6,-0.8,0.0
Cc1ccc(C)c(S(=O)(=O)Nc2ccccc2C(=O)Nc2ccc(S(=O)(=O)Nc3ncccn3)cc2)c1,1.4,-12.2,/,-51.4,11.9,6.0,0.3,-0.1
CCC(NC(=O)/C(=C\c1ccc2c(c1)OCO2)NC(C)=O)C(=O)O (stereo unspecified),/,1.7,/,-6.7,4.6,5.8,/,0.0
Cc1ccc(S(=O)(=O)N(C)C[C@H]2OCCCC[C@H](C)Oc3ccc(NS(=O)(=O)c4cccs4)cc3C(=O)N([C@H](C)CO)C[C@@H]2C)cc1,1.9,-1.9,5.0,-16.6,1.2,-1.7,/,0.0
Cc1ccc(N2CC(C(=O)N3CCC(C(=O)Nc4ccc(Br)cc4)CC3)CC2=O)cc1 (stereo unspecified),4.1,-19.9,-4.6,-15.8,0.0,-4.3,0.0,0.0
Cc1ccc(S(=O)(=O)N(C)C[C@H]2Oc3ccc(NC(=O)Nc4ccc(C(F)(F)F)cc4)cc3CC(=O)N([C@@H](C)CO)C[C@@H]2C)cc1,0.0,-0.4,-2.1,-1.5,-5.0,-6.8,0.6,-0.6
CN(C)C(=O)c1cccc(-c2cccc(-c3nc(C(=O)NC4CCCCC4)cc4c3[C@@H](CCO)N([S@](=O)C(C)(C)C)C4)c2)c1,-4.1,-16.2,0.9,15.3,18.0,12.1,0.2,0.0
COc1cc(C)ccc1S(=O)(=O)N1CCN(C23CC4CC(CC(C4)C2)C3)CC1,-1.7,-1.4,-2.7,-28.1,1.8,/,/,/
Cc1cccc(C(=O)N2CCN(CCNC(=O)C(=O)Nc3ccc(F)cc3)CC2)c1,7.7,-1.2,4.7,-13.3,-5.4,3.0,-0.1,0.2
CCN(CC)C(=O)CC(c1ccc(N(C)C)cc1)c1c(O)cc(OC)cc1OC (stereo unspecified),4.5,-14.2,-4.3,-22.8,2.8,-1.6,-0.2,-0.3
Cc1ccc(S(=O)(=O)N(C)C[C@H]2OCCCC[C@H](C)Oc3ccc(NC(=O)CCC(F)(F)F)cc3C(=O)N([C@@H](C)CO)C[C@H]2C)cc1,-8.0,-4.5,-0.4,-6.9,-13.7,-11.6,/,0.3
C[C@@H]1CN([C@@H](C)CO)C(=O)Cc2cc(NS(=O)(=O)c3ccc(F)cc3)ccc2O[C@H]1CN(C)S(=O)(=O)c1ccc(F)cc1,4.5,-1.2,6.8,-4.9,5.9,/,1.5,0.2
C[C@H](CO)N1C[C@H](C)[C@H](CN(C)C(=O)c2ccccc2)OCCCC[C@H](C)Oc2ccc(NC(=O)c3ccncc3)cc2C1=O,-1.8,8.2,11.4,-1.6,-5.8,/,0.1,0.1
Cn1c(N)nc2nc[nH]c2c1=S,-2.9,0.3,-7.1,-3.2,13.8,0.2,0.3,0.0
Cc1cc(NC(=O)OC(C)C)ccc1-c1ccc(NC(=O)OC(C)C)cc1C,-1.0,-1.1,1.0,-8.8,15.2,-6.8,2.9,-0.1
